TRPV1 ag: agonists of human vanilloid receptor 1 (TRPV1). TRPV1-expressing cells, Fluo-8 calcium influx, agonist mode. activation, % at 8.33 µM. 320,000 compounds, 0.19% hits; in the data active = activation above about 80%; inconclusive = between about 30% and that limit; also: 0% is about no effect
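Fluo-8 calcium influx in TRPV1-expressing cells, kinetic read (ex 480/em 520 nm). Compound added and read 3 min for agonist activity, followed by capsaicin at EC20 final and 2 min further read for enhancement.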
Menin MLL FP TR: menin-MLL binding inhibition, Texas Red mutant peptide | O00255 | Menin + Texas Red MLL mutant peptide, fluorescence polarization | Potency, µM (doses to about 61.6 µM), inactives show at the top dose FP activity change, negative = inhibition, usual class: inhibitors | 270,000 compounds, 0.23% hits | AID 1768; active = well fitted inhibition curve with a large enough effect in the polarisation, with a control signal flat, not every such curve was filed as active; inconclusive = small, poorly fitted or top-dose-only effect, or effect the other way, or a change in a side signal; inactive = no such curve, though single readings can be large or run the other way; the % refers to the polarisation; also: potency is read from the fitted curve at half-maximal effect; % of control where 0% means no effect; many of its hits are not listed in these tables
B2AR arrestin: agonists driving beta-arrestin recruitment to human beta2-adrenergic receptor | P07550 | beta-arrestin recruitment to beta2AR, cell-based reporter | Potency, µM (highest dose often 46.1 µM), for inactives: top-dose activation, actives largely listed as activators | 330,000 compounds, 0.02% hits | AID 492947;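 also: potency is read from the fitted curve at half-maximal effect; 0% = DMSO controls and full agonism = EC100 isoproterenol or metaproterenol; nearly all actives have a fitted effect of over 65% in size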
Target sequence (P07550 whole entry, looked up): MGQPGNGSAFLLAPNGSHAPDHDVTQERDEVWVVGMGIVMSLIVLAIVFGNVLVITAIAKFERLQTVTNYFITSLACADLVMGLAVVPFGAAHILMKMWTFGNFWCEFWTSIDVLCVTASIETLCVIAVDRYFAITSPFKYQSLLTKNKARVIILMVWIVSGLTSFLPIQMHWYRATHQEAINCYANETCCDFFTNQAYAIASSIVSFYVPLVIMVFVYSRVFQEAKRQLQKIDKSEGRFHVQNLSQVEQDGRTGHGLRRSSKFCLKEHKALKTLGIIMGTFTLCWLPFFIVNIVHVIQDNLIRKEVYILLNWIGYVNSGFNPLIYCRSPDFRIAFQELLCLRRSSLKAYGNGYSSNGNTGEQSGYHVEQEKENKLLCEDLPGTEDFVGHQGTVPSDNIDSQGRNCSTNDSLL
USP2a inh: inhibitors of human ubiquitin-specific protease USP2a. 330,000 compounds, 0.01% hits. Potency, µM (series often up to 38.3 µM), for the others: at the top dose activity change, negative = inhibition, usual class: inhibitors. O75604. AID 463254. USP2 core, Ub-CHOP2 coupled fluorogenic reporter, 485/531;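 also: potency is read from the fitted curve at half-maximal effect; plate controls were DMSO wells for no effect and full inhibition by NEM control for full effect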
Target sequence (O75604 whole entry, looked up): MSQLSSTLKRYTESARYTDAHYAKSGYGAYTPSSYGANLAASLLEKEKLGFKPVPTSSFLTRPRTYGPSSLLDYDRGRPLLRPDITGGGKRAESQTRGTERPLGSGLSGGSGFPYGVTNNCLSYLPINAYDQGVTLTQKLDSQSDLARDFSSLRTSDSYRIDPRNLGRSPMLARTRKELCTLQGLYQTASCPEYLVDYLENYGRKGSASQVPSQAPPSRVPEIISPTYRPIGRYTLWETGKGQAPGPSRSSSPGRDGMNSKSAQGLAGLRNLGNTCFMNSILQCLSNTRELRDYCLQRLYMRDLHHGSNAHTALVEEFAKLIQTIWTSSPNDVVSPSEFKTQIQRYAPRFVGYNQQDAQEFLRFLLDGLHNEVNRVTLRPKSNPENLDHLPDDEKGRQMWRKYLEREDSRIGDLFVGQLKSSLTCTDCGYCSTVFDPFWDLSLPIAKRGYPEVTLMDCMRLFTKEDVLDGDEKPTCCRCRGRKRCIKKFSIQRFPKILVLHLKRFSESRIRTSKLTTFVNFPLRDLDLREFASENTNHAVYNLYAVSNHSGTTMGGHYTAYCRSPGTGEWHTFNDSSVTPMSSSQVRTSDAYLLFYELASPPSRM
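Deubiquitinase activity read as fluorescence (485/531 nm) after Ub-CHOP2 cleavage activates the enterokinase reporter on its substrate; USP2 core 10nM, Ub-CHOP2 and substrate 25nM each, 30min compound preincubation then 60min RT; data normalized to NEM, curves fitted.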
FBPA coupling cs: coupling enzyme interference in Giardia aldolase counter-screen | coupling enzyme system counterscreen, AmpLite Red fluorescence | activity change, negative = inhibition, % at 58.2 µM, hits read low | 290,000 compounds, 0.67% hits | AID 2472; in the data active = activity change below about -30%; also: % is scaled to controls: 0 for no effect and ±100 for the full control effect
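Counterscreen lacking aldolase: glyceraldehyde-3-phosphate coupling-enzyme reagent preincubated 10 min at RT with compound (at 57.5 uM final), then substrate/coupling system with AmpLite Red added; fluorescence read at 525/598 nm after 20 min RT.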
GALK inhibitor: galactokinase (human) inhibition. P51570. Purified GALK, Kinase-Glo residual ATP luminescence. Potency, µM (highest dose often 57.5 µM), inactives show top-dose activity change, negative = inhibition, most hits filed as inhibitors. 270,000 compounds, 0.007% hits. AID 1868; also: potency is read from the fitted curve at half-maximal effect; % is scaled to controls: 0 for no effect and ±100 for the full control effect
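Human GALK (5 nM) with 35 uM ATP and 100 uM galactose in 20 mM HEPES pH 8.0, 5 mM MgCl2, 60 mM NaCl, 1 mM DTT, 0.01% BSA. After 1 h at room temperature, leftover ATP was read by Kinase-Glo Plus luminescence.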
Giardia killer: kills Giardia lamblia; Giardia lamblia trophozoite viability; activity change, % at 7.66 µM, hits read low; 340,000 compounds, 0.15% hits; AID 540267; in the data active = activity change below about -80%; inconclusive = between about -30% and that limit;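 also: parasites exposed to compound for two days anaerobically before the ATP read; % is scaled to controls: 0 for no effect and ±100 for the full control effect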
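Luminescent ATP signal served as the viability read-out, measured 15-30 min after adding ATP detection reagent to trophozoites that had been incubated with compounds for 48 hrs at 37 deg C anaerobically at 100 cells/well.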
KCNH2 3.1 block: blocks the human KCNH2 3.1 channel isoform; AID 720553; 340,000 compounds, 0.95% hits; activity change, % (tested at about 1.8 µM); U2OS KCNH2 3.1, thallium flux FluxOr; stronger effect = lower value;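 active = maximum activity change below -70%; inconclusive = maximum activity change from -70% to -50%; inactive = maximum activity change above -50%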;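 also: thallium influx rate constant from kinetic fluorescence after stimulation buffer; % is scaled to controls: 0 for no effect and ±100 for the full control effect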
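Steps: virus added to U2OS suspension (4 h, RT, dark); medium with 10% FBS added, cells plated, 37 C overnight; FluxOr/Red40 loading buffer 45 min RT; stimulation buffer, 2 min kinetic read; rate constant normalized.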
PKM2 act: activators of human pyruvate kinase M2 | Potency, µM (doses to about 57.5 µM), inactives show top-dose activation, actives largely listed as activators | AID 1631 | 260,000 compounds, 0.34% hits | purified PKM2, Kinase-Glo ATP luminescence, activation; response scale: 0% is enzyme alone, no compound; also: potency is read from the fitted curve at half-maximal effect; % is scaled to controls: 0 for no effect and ±100 for the full control effect; nearly all actives have a fitted effect of over 55% in size
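hPK-M2, >95% pure; 0.1 mM ADP / 0.5 mM PEP final; imidazole pH7.2 buffer w/ 7 mM MgCl2, 50 mM KCl; 1 h RT; Kinase-Glo lum. Intermediate enzyme activity for dual inhibitor/activator qHTS.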
CXXC DNA block: blocks binding of human MLL CXXC domain to DNA; MLL-CXXC / FITC-HOXA9 DNA fluorescence polarization; 290,000 compounds, 0.037% hits; Potency, µM (doses to about 115 µM), without a hit: top-dose activity change, negative = inhibition, actives largely listed as inhibitors; AID 2662; active = well fitted inhibition curve with a large enough effect in the polarisation, with a control signal flat, not every such curve was filed as active; inconclusive = small, poorly fitted or top-dose-only effect, or effect the other way, or a change in a side signal; inactive = no such curve, though single readings can be large or run the other way; the % refers to the polarisation; also: potency is read from the fitted curve at half-maximal effect
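Steps: dispense CXXC domain solution (7 uM) → pin compounds or unlabeled HOX-A9 DNA control → 5 min ambient → add FLSN-HOX-A9 solution (50 nM) → spin → 30 min ambient → fluorescence polarization. Tris pH 7.5/NaCl/DTT/BSA buffer.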
hERG WT inh: KCNH2 (human, wildtype) channel inhibition; 340,000 compounds, 0.37% hits; AID 720551; activity change, % at 1.84 µM; Q12809; U2OS, BacMam KCNH2, thallium flux FluxOr; stronger effect = lower value;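 active = maximum activity change below -70%; inconclusive = maximum activity change between -70% and -50%; inactive = maximum activity change above -50%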; also: % is scaled to controls: 0 for no effect and ±100 for the full control effect
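U2OS cells were transduced with wild-type KCNH2 virus (2.03 x 10^8 / mL) for 4 h at room temperature, then cultured overnight at 37 C. Thallium flux was read with FluxOr dye. Rate constants were normalized to DMSO controls.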
An asterisk follows results filed as active; i = inactive; ? = inconclusive; / = not tested or not shown; [ ] = dose if it differs, or a comment. Unless noted, calls follow the shape of the dose curve; as a rule, active = well fitted curve in the direction sought with a large enough effect; inconclusive = small, poorly fitted or top-dose-only effect, or another doubt; inactive = no such curve, though single readings can be large; an effect the other way counts as inactive or inconclusive.

structure,TRPV1 ag,USP2a inh,KCNH2 3.1 block,Giardia killer,PKM2 act,B2AR arrestin,Menin MLL FP TR,FBPA coupling cs,GALK inhibitor,CXXC DNA block,hERG WT inh
Cc1cc(C)c(C(N)=O)c(Nc2cccc3ccccc23)n1,-2,1%,/,7,-14%,0.3%,?,-28,-11%,-4%,21
Cc1csc(NC(=O)c2ccc(C)c(S(=O)(=O)N3CCCCC3)c2)n1,13,0%,11,-14,-2%,0.2%,0%,-2,-1%,-1%,-5
C[C@H](CO)N1C[C@H](C)[C@@H](CN(C)Cc2ccncc2)Oc2c(NS(=O)(=O)c3ccc(Cl)cc3)cccc2C1=O,/,5%,0,-12,/,3.6%,/,/,/,/,1
CCOC(=O)c1c(-c2ccc(OC)cc2)csc1NC(=O)CSc1ncnc2sccc12,0,0%,-5,6,1%,0.3%,1%,0,0%,?,/
Clc1ccc(-c2nnc(-c3cccc4ccccc34)o2)cc1Cl,2,3%,7,-10,-6%,-0.2%,/,3,-1%,9%,4
COc1ccc(S(=O)(=O)NCCc2cc3ccc(C)c(C)c3[nH]c2=O)cc1,1,2%,17,-10,/,-0.1%,-18%,3,1%,6%,9
COc1ccc(CCC(=O)NCC23CC4CC(CC(C4)C2)C3)cc1,?,-3%,1,-6,/,-0.7%,?,4,-4%,9%,2
Cc1ccccc1OCCC(=O)N1CCN(S(=O)(=O)c2ccc(Br)cc2)CC1,-1,-5%,-20,7,/,-0.6%,/,/,/,/,3
O=C(NC(Cc1ccccc1)C(=O)O)/C(=C\c1ccco1)NC(=O)c1ccccc1 (stereo unspecified),-1,2%,-14,-17,11%,-0.2%,11%,-3,0%,-9%,1
CC(C)(C)c1ccc(Oc2ccc(NC(=O)c3ccco3)cn2)cc1,?,-2%,3,-10,10%,3.5%,/,-3,-2%,-10%,-7
COc1ccc(CCNc2nc(-c3cccnc3)nc3ccccc23)cc1OC,86*,-3%,-11,8,6%,-0.4%,0%,3,-1%,-7%,-11
CSCC[C@H](NC(=O)OC(C)(C)C)C(=O)N1CCC(C(=O)N[C@@H](C)C(=O)O)CC1,-2,1%,4,0,25%,0.4%,-9%,4,-1%,-8%,12
O=C(NC(=S)Nc1ccccc1N1CCOCC1)c1ccc(-c2ccccc2F)o1,0,5%,-2,-1,-9%,-0.2%,/,2,4%,-11%,-5
COc1ccc(C2=NN(C(=O)CSc3nnnn3C)C(c3ccco3)C2)cc1 (stereo unspecified),-1,2%,11,-4,/,-0.1%,/,/,/,/,-1
Cc1ccc(CN(C)C(=O)COC(=O)CSc2cc(C)c3ccccc3n2)cc1,3,-1%,0,-17,/,0.0%,/,/,/,/,-22
CN(CC(=O)Nc1ccc(F)c(F)c1F)C(=O)CN1C(=O)C2CCCCC2C1=O (stereo unspecified),2,1%,11,-3,0%,0.6%,2%,1,9%,-17%,15
CN1/C(=C\C(=O)COC(=O)c2ccc([N+](=O)[O-])o2)C(C)(C)c2ccccc21,7,3%,2,-8,3%,0.1%,7%,-11,-1%,10%,-1
CCCCCCc1ccc(OCC(=O)OC)cc1OCC(=O)OC,-2,0%,3,10,13%,-1.1%,?,0,-1%,-4%,2
N#CC1=C(N)Oc2n[nH]c(-c3cccs3)c2C1c1cccs1 (stereo unspecified),1,1%,8,4,6%,-0.4%,10%,-12,-3%,-1%,-26
CC(=O)NN1C(=O)/C(=C\c2ccccc2)SC1=S,2,-2%,-1,-15,?,0.1%,-2%,/,-5%,-24%,-3
O=C(Cc1ccc(NS(=O)(=O)c2cccc(C(F)(F)F)c2)cc1)NCCN1CCOCC1,3,4%,-9,-2,/,0.0%,/,/,/,/,-9
Cc1ccc(C(=O)NC(NCc2ccccc2)C(Cl)(Cl)Cl)cc1 (stereo unspecified),16,-1%,15,1,0%,-0.5%,3%,0,/,0%,7
CSc1nnc2c3cc(C)ccc3n(Cc3ccccc3)c2n1,3,-1%,-10,-8,-1%,-0.4%,-1%,-2,6%,-10%,14
Cc1ccccc1C1N(c2nccs2)C(=O)C2CCCN21 (stereo unspecified),-3,-1%,-2,-7,4%,-0.9%,2%,1,5%,8%,i
CCC(=O)OC1(C)C(=O)C=C2C=C(C3CC3)OC=C2C1=O (stereo unspecified),/,/,-14,0,/,/,0%,1,/,/,-25
Cc1ccc(NC(=O)N/C=C/c2ccco2)cc1,-2,2%,-10,-20,12%,-0.5%,5%,0,1%,8%,2
N#C/C(C(=S)Nc1ccccc1)=C1/NN=C(N2CCOCC2)N1c1ccccc1,2,2%,/,6,-14%,13%,2%,0,1%,4%,-16
Cc1ccc(C2CC(c3ccccc3)=NN2C(=O)CSc2nnc(-c3ccc(Cl)cc3)o2)o1 (stereo unspecified),-2,/,-1,1,9%,/,-7%,2,1%,-2%,5
CCc1ccc(/C(C)=N/NC(=O)c2ccccn2)cc1,2,3%,-2,11,-4%,-0.4%,-9%,2,-2%,5%,2
CCOc1ccc(C(=O)Nc2ccc(N3CCN(C)CC3)cc2)cc1Br,6,3%,-6,6,2%,-0.3%,0%,3,-1%,9%,15
Nc1nc(Nc2ccccc2F)sc1C(=O)c1ccccc1,27,-1%,-5,8,/,0.2%,36%[activator],9,0%,12%,2
c1ccc(-c2nc3ccccn3c2NC2CCCC2)nc1,3,-1%,-7,7,0%,-0.4%,-17%,1,5%,30%,-15
Cn1nc(C(=O)NCc2ccc(F)cc2)cc1C(=O)NCc1ccc(F)cc1,-3,3%,3,-16,/,-0.3%,/,/,/,/,-2
Cn1c(CCCOc2ccc(Cl)cc2Cl)nnc1SCC(=O)Nc1cccc(F)c1,3,-2%,-3,16,9%,-0.6%,10%,3,1%,17%,2
O=C(CN1CCN(c2ccc(O)cc2)CC1)Nc1ccc2c(c1)OCCO2,0,2%,-19,3,?,0.0%,-19%,-26,4%,-2%,4
CCN(C(=O)COC(=O)/C=C/c1nc2ccccc2s1)C1CCS(=O)(=O)C1 (stereo unspecified),0,-1%,10,-7,-15%,-0.1%,-28%,-1,-8%,-7%,0
CC(C)C(=O)NN(C(=O)c1ccccc1)c1ccccc1,2,5%,10,-21,-9%,0.5%,0%,-3,1%,-4%,28
O=C(CN(C(=O)c1csnn1)c1cccc2ccccc12)NCc1ccc(F)cc1,-1,1%,30,-11,4%,-0.3%,5%,5,0%,23%,4
COc1ccc2c(c1)[nH]c1c(=O)n(Cc3ccncc3)cnc12,7,0%,12,2,2%,-0.2%,/,-1,-2%,8%,12
OCC1CCCN(Cc2cn(Cc3ccccc3)nc2-c2cc3ccccc3o2)C1 (stereo unspecified),1,3%,-33,25,0%,-0.2%,-9%,0,2%,-5%,11
O=C(NN=C(Cc1ccccc1)Cc1ccccc1)C1CC1,19,1%,-25,11,/,-0.1%,-6%,0,2%,-4%,0
Cc1nnc(N/N=C/c2ccc(-c3ccccc3F)o2)n1N,-3,2%,2,4,-2%,-0.2%,-8%,-21,-1%,5%,-5
CCOC(=O)c1ccc(NC(=O)CCC2COc3ccccc3O2)cc1 (stereo unspecified),?,-1%,1,9,4%,-0.3%,37%[activator],-2,-3%,-2%,9
COc1cc2c(=O)n(CCC(=O)NCC3CCCO3)c(=O)n(CC(=O)Nc3ccc(C)cc3C)c2cc1OC (stereo unspecified),1,0%,11,22,-10%,0.0%,2%,-3,-4%,1%,-3
CSc1ccc(S(=O)(=O)NC2CC2)cc1,1,-6%,-4,42[activator],0%,-0.4%,15%,-2,3%,-1%,-2
Cc1ccc2[nH]c3c(N4CCOCC4)ncnc3c2c1,6,2%,6,-11,1%,0.4%,13%,-1,1%,10%,8
CC(=O)c1cc(F)c(N2CCOCC2)cc1C,2,-1%,-2,7,-15%,0.1%,-12%,0,2%,6%,-10
Fc1ccc(-n2nnc(-c3cnc4ccccc4c3)n2)cc1,10,10%,/,5,-16%,-0.1%,-7%,1,-3%,11%,/
CCCCOc1ccc(C(O)(CCC)CCN2CCOCC2)cc1 (stereo unspecified),19,3%,3,1,9%,13%,1%,1,/,-4%,10
COc1cc(/C=C2/SC(=S)N(c3ccccc3)C2=O)ccc1Oc1nc(N2CCOCC2)nc(N2CCOCC2)n1,0,-1%,-14,14,11%,0.0%,?,0,1%,5%,-1

Screening results deposited in PubChem by National Center for Advancing Translational Sciences (NCATS).

A portion of the library. The share of hits here may be higher or lower than overall.
